# High-throughput results: PubChem BioAssay, National Center for Advancing Translational Sciences (NCATS)
# D1 potentiator – enhances dopamine response at the human D1 receptor; P21728; AID 504651; potentiation, % at 10 µM; actives 0.036% (n = 360,000); HEK293 TREx D1 cells, calcium flux, dopamine EC20 potentiation; in the data active = potentiation above about 30%; note: 0% is about no effect
# Target sequence (P21728 whole entry, looked up): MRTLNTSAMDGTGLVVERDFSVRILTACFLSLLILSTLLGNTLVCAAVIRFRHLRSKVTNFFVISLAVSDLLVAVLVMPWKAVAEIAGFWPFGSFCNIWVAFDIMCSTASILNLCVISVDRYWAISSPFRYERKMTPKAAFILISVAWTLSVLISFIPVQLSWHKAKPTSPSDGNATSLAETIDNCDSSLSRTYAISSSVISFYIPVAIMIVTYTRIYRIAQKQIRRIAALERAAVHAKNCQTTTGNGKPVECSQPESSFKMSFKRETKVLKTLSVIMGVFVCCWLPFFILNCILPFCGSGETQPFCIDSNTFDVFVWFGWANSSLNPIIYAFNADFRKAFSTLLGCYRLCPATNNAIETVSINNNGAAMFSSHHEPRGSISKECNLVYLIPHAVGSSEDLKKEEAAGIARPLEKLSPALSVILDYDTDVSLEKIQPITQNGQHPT
# D1 ag – agonists of human D1 dopamine receptor. HEK293 T-REx D1 cells, calcium flux, agonist mode. activation, % at 2 µM. actives 1% (n = 360,000); in the data active = activation above about 30%; note: 0% is about no effect
#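 Tetracycline-induced HEK293 TREx D1 cells, force-coupled to calcium signalling, were dye-loaded with a no-wash calcium kit. Compound was pin-added after a 10 s baseline. Fluorescence was read kinetically at 1 cycle/s for 180 s, with calcium rises flagged as agonism.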
# Vif-APOBEC3F blk – Vif-A3F binding inhibition | HeLa A3F-eYFP + Vif (tagged APOBEC3F with the HIV-1 protein that degrades it), YFP fluorescence increase | Potency, µM (titrated, usually from 46.1 µM), for the others: top-dose activity, negative = active | actives 0.2% (n = 390,000) | AID 602313; note: potency is the fitted concentration of half-maximal effect; % of control where 0% means no effect; nearly all actives have a fitted effect of over 65% in size
#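 HeLa cells stably expressing A3F-eYFP plus Vif, plated and incubated overnight at 37 deg C, then exposed to compounds overnight at 37 deg C. Blocked degradation read as raised yellow fluorescence (Ex 488/Em 500-530).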
# D2 potentiator – positively modulates the human D2 dopamine receptor allosterically. P14416. HEK293 T-REx D2, calcium flux, EC20 dopamine potentiation. actives 0.34% (n = 340,000). potentiation, % at 10 µM;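 active = potentiation over 3 SD above the plate norm, cut at about 30% in these data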; note: 0% is about no effect
# Target sequence (P14416 whole entry, looked up): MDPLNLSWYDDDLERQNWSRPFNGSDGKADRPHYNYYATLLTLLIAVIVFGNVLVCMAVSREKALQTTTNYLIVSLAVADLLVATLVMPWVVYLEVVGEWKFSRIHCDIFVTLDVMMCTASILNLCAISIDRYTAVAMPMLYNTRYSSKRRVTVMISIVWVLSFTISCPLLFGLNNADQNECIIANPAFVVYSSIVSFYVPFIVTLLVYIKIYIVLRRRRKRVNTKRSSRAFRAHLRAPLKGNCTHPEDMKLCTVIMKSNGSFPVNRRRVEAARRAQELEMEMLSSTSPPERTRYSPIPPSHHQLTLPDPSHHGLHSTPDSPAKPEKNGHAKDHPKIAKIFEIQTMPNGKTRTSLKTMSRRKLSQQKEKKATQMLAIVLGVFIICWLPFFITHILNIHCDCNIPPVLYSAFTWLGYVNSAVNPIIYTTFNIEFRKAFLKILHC
#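 Tetracycline-induced Hek293 Trex D2 cells, force-coupled to calcium, loaded with no-wash calcium dye. Compound added with 180 s kinetic read for agonism, then EC20 dopamine and a further 180 s read for potentiation.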
# Vif-APOBEC3G blk – inhibitors of Vif-APOBEC3G interaction | Q9HC16 | HeLa A3G-eYFP + Vif (tagged APOBEC3G with the HIV-1 protein that degrades it), YFP fluorescence, overnight | Potency, µM (titrated, usually from 46.1 µM), for the others: top-dose activity, negative = active, actives largely listed as inhibitors | actives 0.076% (n = 410,000) | AID 602310;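 note: potency is the fitted concentration of half-maximal effect; % is set by controls: 0 for no effect and ±100 for the full control effect; nearly all actives have a fitted effect of over 60% in size; hits raise eYFP signal because A3G escapes Vif-driven loss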
#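 HeLa cells stably expressing Vif and C-terminally eYFP-tagged A3G, seeded overnight at 37 deg C, then exposed to compound by pintool overnight at 37 deg C. Rise in yellow fluorescence (Ex 488/Em 500-530, Acumen) marks blocked Vif-driven A3G degradation.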
# D1 antag – antagonists of human D1 dopamine receptor; HEK293 TREx D1 cells, calcium flux, dopamine EC80; active compounds read low; actives 3.2% (n = 360,000); activity change, negative = inhibition, % at 10 µM; in the data active = activity change below about -30%; note: % is set by controls: 0 for no effect and ±100 for the full control effect
#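 Compound effects on dopamine-evoked calcium signalling were measured in tetracycline-induced HEK293 Trex D1 cells. Dopamine at EC80 followed a 180 s compound pre-read, and fluorescence was tracked kinetically for 180 s more.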
# Glioma ERSR ind – ER stress response induction in glioma | U87-MG GRP78 promoter luciferase reporter, 16 h | actives 0.02% (n = 420,000) | AID 602332 | Potency, µM, for the others: at the highest dose activation, actives largely listed as activators; note: potency is the fitted concentration of half-maximal effect; series mostly up to about 76 µM; % of control where 0% means no effect; nearly all actives have a fitted effect of over 35% in size
#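 ERSR induction read as luciferase luminescence (Bright-Glo, 10 min at room temperature) in stably transfected human U87-MG glioma cells exposed to compounds for 16 h, using GRP78 as sensor.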
# RXFP1 ag – activates the human relaxin receptor RXFP1; Q9HBX9; HEK293T-RXFP1 cAMP TR-FRET, 30 min; response scale: percent of porcine relaxin response, buffer zero; Potency, µM (doses to about 57.5 µM), for the others: at the top dose activation, most hits filed as activators; actives 0.3% (n = 370,000); AID 2676; note: potency is the fitted concentration of half-maximal effect; % is set by controls: 0 for no effect and ±100 for the full control effect; nearly all actives have a fitted effect of over 60% in size; many of its hits are not listed in these tables
#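 HEK293T cells stably expressing RXFP1 were pretreated with the PDE4 inhibitor Ro 20174, exposed to compounds for 30 min at 37C, lysed, and cAMP was read by TR-FRET. Data normalized to buffer (basal) and 29 nM porcine relaxin (100%).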
# LDHA inh – blocks human lactate dehydrogenase A | purified LDHA, NADH/diaphorase-resazurin fluorescence; active compounds read low | activity change, % (values are at about 110 or 230 µM) | actives 0.15% (n = 480,000) | P00338; in the data active = activity change below about -30%; inconclusive = mostly about -25% to -30%;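 note: plate controls were DMSO wells for no effect and wells without enzyme for full effect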
#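 Resorufin fluorescence (ex540/em590), read at 0 and 20 min after diaphorase/resazurin addition, reports the NADH left after a 5 min room-temperature reaction of 2 nM human LDH5 with 0.06 mM NADH and 0.2 mM pyruvate.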
# Active calls of the source: *; ? = inconclusive; . = not tested or not shown; & = joins results of further samples. Unless noted, calls come from the whole dose curve; as a rule, active = well fitted curve in the direction sought with a large enough effect; inconclusive = small, poorly fitted or top-dose-only effect, or another doubt; inactive = no such curve, though single readings can be large; an effect the other way counts as inactive or inconclusive.
SMILES,D1 potentiator,D1 ag,Vif-APOBEC3F blk,D2 potentiator,Vif-APOBEC3G blk,D1 antag,Glioma ERSR ind,RXFP1 ag,LDHA inh
Cc1cccc(NC(=S)NNC(=O)c2ccco2)c1,7,2,-16%,.,3%,-26,3%,-0.1%,-9
COc1cccc(CNC(=O)CN(C)S(=O)(=O)c2ccc3[nH]c4c(c3c2)CCCC4)c1,-3,0,2%,-9,4%,0,-3%,6.0%,6
Cc1ccc(CN(C)CC(=O)Nc2ccc3c(c2)CCC3)cc1,-2,-2,-5%,-17,-6%,.,1%,-0.2%,1
CC(C)c1nnc(NC(=O)COc2ccccc2[N+](=O)[O-])s1,2,3,2%,9,1%,-2,2%,-0.5%,-3
CCOc1ncccc1C(=O)OCC(=O)c1ccc[nH]1,12,3,.,-8,0%,13,-4%,2.6%,0
CN(C)CCCCOc1ccccc1-c1ccccc1,-11,6,-10%,-28,2%,-26,-2%,4.0%,-8
c1cncc(-c2nnc3n2CCC3)c1,0,3,6%,-8,-1%,9,-3%,1.8%,-2
CCOC(=O)c1c(-c2ccccc2)csc1NC(=O)c1cc(S(=O)(=O)N2CCOCC2)ccc1C,7,3,4%,-2,0%,-9,-3%,0.4%,-5
O=C(CC(NCc1cccnc1)C(=O)O)Nc1ccc(F)cc1 (stereo not given),-1,-1,0%,15,-1%,-1,1%,-1.0%,-13
O=C(CCc1c[nH]c2ccccc12)N1CCCC1,-2,7,-1%,-7,0%,-5,-1%,-2.5%,-8
Cc1ccc2c(NC(=O)c3ccco3)cccc2n1,6,1,2%,-4,0%,-4,-1%,-1.8%,1
CCN(CC)S(=O)(=O)c1cc(NC(=O)CSc2n[nH]c(N)n2)ccc1C,.,0,-2%,-6,1%,7,-3%,0.4%,1
CCN1CCCC1CNC(=O)c1c(O)c2c([nH]c1=O)CCCC2 (stereo not given),6,3,4%,-14,6%,3,0%,0.1%,8
COc1ccc(NC(=O)CSc2cn(CC(=O)N3CCOCC3)c3ccccc23)cc1OC,-2,0,3%,3,4%,-1,-4%,-1.8%,1
CCOC(=O)N1CCN(CCC(=O)Nc2cccc(C)c2)CC1,-1,3,-2%,0,0%,4,-4%,-2.1%,-2

# An excerpt from above in order of their number in Glioma ERSR ind, low to high.
SMILES | Glioma ERSR ind
c1cncc(-c2nnc3n2CCC3)c1 | -3%
Cc1ccc2c(NC(=O)c3ccco3)cccc2n1 | -1%
Cc1ccc(CN(C)CC(=O)Nc2ccc3c(c2)CCC3)cc1 | 1%

# Next section.
SMILES,D1 potentiator,D1 ag,Vif-APOBEC3F blk,D2 potentiator,Vif-APOBEC3G blk,D1 antag,Glioma ERSR ind,RXFP1 ag,LDHA inh
C=C(C)C1CC=C(C)/C(=N\NC(=S)Nc2ccc(C)cc2)C1 (stereo not given),5,2,0%,-1,?,-4,-3%,-0.4%,-2
COC(=O)c1cc(-c2c(C)oc3cc(O)ccc3c2=O)c(C)o1,-2,2,1%,-3,-1%,6,-1%,1.3%,3
CCC(c1nnnn1CCOC)N1CCN(C(=O)c2ccco2)CC1 (stereo not given),2,2,-4%,4,0%,6,-4%,2.3%,-4
C=CC[C@@H](Cc1ccc(F)cc1)C(=O)OC[C@@H]1CCCN1C(=O)[C@@H](CC=C)CC(=O)N(CCO)Cc1ccccc1,.,.,2%,.,1%,.,-3%,.,-1
Cc1cccc(NC(=O)CS(=O)(=O)c2nc(-c3ccccc3)cn2-c2cccc(Cl)c2)c1C,0,5,2%,-8,-9%,-1,-2%,-1.1%,2
O=c1oc2cc(OCc3ccc(C(F)(F)F)cc3)ccc2cc1-c1ccccn1,4,2,.,3,1%,-1,5%,0.1%,-2
O=C(Nc1ccc(N2CCCCC2)cc1)c1ccccn1,2,0,2%,15,1%,9,-15%,0.8%,3
Cc1cc(C(=O)Nc2cccnc2Cl)on1,0,1,-7%,4,-2%,15,-4%,-2.6%,1
CCCCN(C)S(=O)(=O)c1ccc(C(=O)Nc2nnc(CSC)o2)cc1,-2,-1,5%,-4,4%,6,-7%,0.1%,1
CCOC(=O)c1c(N)c2cc([N+](=O)[O-])ccc2n1C,4,2,-3%,1,3%,11,-2%,-1.5%,-17
CCCOC(=O)c1ccc(NC(=O)CCOc2ccccc2)cc1,-5,3,-7%,-2,-9%,-17,-4%,0.6%,-3
O=C(O)c1c[nH]c(=O)c2ccccc12,1,5,1%,0,0%,3,-3%,3.2%,2
Cc1ccc(S(=O)(=O)CCc2nnc(NC(=O)c3ccccn3)s2)cc1,-7,0,4%,1,0%,13,-2%,1.2%,7
CCNS(=O)(=O)c1ccc(OC)c(C(=O)NC2CCCCC2)c1,-4,1,8%,-10,-3%,-6,-3%,0.2%,-7
CN(C)C(=O)c1ccc(-c2cc[nH]c(=O)c2N)cc1,-4,2,.,.,.,-14,.,.,10
Cc1ccc(NC(=O)Cn2nnc(C(=O)NCc3ccc4c(c3)OCO4)c2N)cc1Cl,-5,1,-23%,4,-3%,1,0%,2.8%,-14
COc1ccc(CN2CCC(n3nccc3NC(=O)CCOc3ccccc3)CC2)cc1C,-3,11,-15%,-19,6%,-4,-4%,-0.9%,-6
Cc1cccc(OCC2=N/C(=C\N(C)C)C(=O)O2)c1,3,1,0%,-6,-5%,-2,-1%,2.7%,3
CC[n+]1ccc(/C=C2\Sc3ccccc3N2CCCS(=O)(=O)[O-])c2ccccc21,2,2,3.5µM*,7,?,16,1%,8.2%,-2
O=C(NCc1ccccc1C(F)(F)F)c1cccc2c1C(=O)c1ccc(N3CCC(N4CCCCC4)CC3)cc1S2(=O)=O,.,.,?,.,?,.,-8%,.,-17
COc1ccc(CC(=O)Nc2cc(S(=O)(=O)N3CCOCC3)ccc2N2CCCC2)cc1OC,.,.,-1%,.,0%,.,-1%,.,-8
Cc1cccc(C)c1-n1cccc1/C=C1/C(=N)N2C(=NC1=O)SN=C2S(C)(=O)=O,-15,4,4%,-16,-5%,-66*,3%,-1.5%,-4
COc1ccc(-c2nnc(SCC(=O)NC(=O)NCc3ccco3)o2)cc1,4,4,-5%,7,-1%,-4,-3%,1.4%,-3
COc1ccc(N(CC(=O)NCCc2ccccc2)C(=O)c2csnn2)cc1OC,-3,0,1%,-5,-2%,-1,-6%,0.3%,-4
O=C(NC(Cc1ccccc1)C(=O)NC1CC1)OCc1ccccc1 (stereo not given),4,0,-11%,-2,7%,-11,-1%,-0.3%,-7
Nc1ccc(Sc2ccc([N+](=O)[O-])cc2)cc1,-9,2,-6%,-4,-4%,-27,2%,1.1%,-2
CCOC(=O)C1(CCOc2ccccc2)CCN(Cc2ccc3nonc3c2)CC1,-5,18,3%,-9,2%,-28,-1%,-0.6%,-1
COc1ccc(-c2csc(NC(=O)c3cc(-c4cccs4)nc4ccccc34)n2)c(OC)c1,4,4,3%,-16,-1%,3,-3%,0.5%,-4
Cc1ccccc1-c1noc(-c2ccccc2C(=O)O)n1,-8,1,-7%,6,3%,2,8%,4.4%,-6
COc1ccccc1CC(Cc1nc2ccccc2[nH]1)c1nc2ccccc2[nH]1 (stereo not given),-3,2,3%,8,-1%,-7,-6%&-4%,1.5%,-6
O=C(O)c1cccc(-n2nnnc2SCc2ccccn2)c1,-2,4,-17%,-9,1%,-3,-5%,2.4%,3
COc1ccc(C(=O)NCCC2=CCCCC2)cc1OC1CCN(C(C)C)CC1,3,3,-14%,4,2%,-3,6%,0.8%,-3
CC(=O)N1Cc2cc(N)ccc2Oc2ccccc21,0,0,-4%,-2,-4%,17,-3%,1.3%,-2
Cc1noc(C)c1C(=O)NCc1ccccc1Br,0,0,?,-3,1%,-8,-3%,-0.2%,-2
CCN(CC(=O)N1CCN(Cc2ccccc2)CC1)S(=O)(=O)c1ccc(C)cc1,5,2,8%,-11,1%,-8,-4%,0.8%,0
Cc1ccc(-n2ncc3c(N4CCCC4)ncnc32)c(C)c1,-4,0,-5%,-4,-1%,5,-1%,5.0%,0
CCOc1ccccc1N1CC(C(=O)NCCc2ccc(S(N)(=O)=O)cc2)CC1=O (stereo not given),4,2,12%,-6,0%,1,-6%,1.6%,-5
CNC(=O)c1cccc(-n2c(C)nc3cccnc32)c1C,0,0,-4%,3,4%,3,-2%,0.3%,0
CC(=O)Nc1ccc2c(c1)C(=O)c1ccccc1C2=O,-3,1,-2%,-2,1%,-12,-3%,0.5%,6
CN(C(=O)c1ccncc1)C1CC(C)(C)N(O)C(C)(C)C1,5,-1,-1%,9,1%,4,-5%,2.9%,-7
COc1cc(CC(=O)Nc2nc(C)cs2)cc(OC)c1OC,-1,13,12%,-1,5%,-8,-3%,1.3%,-2
Cc1ccc(S(=O)(=O)NCCC(=O)NNC(=O)COc2ccccc2Cl)cc1C,-2,0,6%,4,0%,-15,-4%,-1.9%,-3
Cc1ccc(-c2c(C#N)c(N)nc3c2CCCCC3)cc1,-3,4,1%,-7,3%,14,-5%,25%,-2
Cc1ccc2c(c1)C(c1ccccc1)N(C(=O)c1ccc(Br)o1)CC(=O)N2 (stereo not given),.,26,0%,1,-4%,33,-2%,0.5%,-5
Cc1onc(-c2ccccc2)c1-c1nc2ccccc2c(=O)o1,2,2,?,6,-4%,-1,-3%,1.6%,-3
Cc1ccc(C(=O)NC(NC(=O)c2ccc(C)cc2)C(Cl)Cl)cc1,-7,12,-4%,-11,2%,-25,-9%,2.2%,-5
CCCCCCCCSC1=CC(=O)C(OC)=C(OC)C1=O,.,.,3%,.,?,.,-13%,.,4

# Reformatted: results already given
SMILES	D1 potentiator	D1 ag	Vif-APOBEC3F blk	D2 potentiator	Vif-APOBEC3G blk	D1 antag	Glioma ERSR ind	RXFP1 ag	LDHA inh
COc1ccc(CN2CCC(n3nccc3NC(=O)CCOc3ccccc3)CC2)cc1C	-3	11	-15%	-19	6%	-4	-4%	-0.9%	-6
Cc1cccc(OCC2=N/C(=C\N(C)C)C(=O)O2)c1	3	1	0%	-6	-5%	-2	-1%	2.7%	3

# This is a subset. The share of hits here may be higher or lower than overall.
